m5-HT2A agonist: mouse Htr2a agonists via beta-arrestin recruitment, primary screen, cell-based, luminescence | 5-hydroxytryptamine receptor 2A (Mus musculus), P35363 | CHO-K1 mHTR2A beta-arrestin complementation; percent of 30 µM serotonin response | activation, % at 7.6 µM | AID 624169, 2012 | 360,000 tested, 0.66% active;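 active = activation above a run cutoff, the mean activation of all tested compounds plus 3 SD, cut at about 14% in these data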;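 note: 0% = plate median of compound wells and 100% = 30 µM serotonin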
TLR9-MyD88 inh: inhibitors of TLR9-MyD88 association in cells, primary screen, cell-based, CHO, BLA complementation, fluorescence. AID 504734, 2011. inhibition, % at 4.98 µM. Toll-like receptor 9 (Homo sapiens) + Myeloid differentiation primary response protein …. 340,000 tested, 0.21% active. CCF4 FRET ratio;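 active = inhibition above the mean over all tested compounds plus 3 SD, cut at about 21% in these data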;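 note: 0% = DMSO only wells and 100% = clavulanate BLA inhibitor control wells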
MC4R antagonist: MC4R antagonists of cAMP signaling, primary screen, cell-based, TR-FRET, antagonist arm of biased-ligand search. Melanocortin receptor 4 (Homo sapiens), P32245. MC4R-expressing cells, MTII-stimulated cAMP, LANCE TR-FRET. inhibition, % at 6.5 µM. 360,000 tested, 0.48% active. AID 540295, 2011;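 active = inhibition above its plate's cutoff, the mean of tested wells on that plate plus 3 SD, cut at about 29% in these data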;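 note: 0% = Melanotan II alone and 100% = Melanotan II plus saturating MCL0020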
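System: U2OS cells stably expressing human melanocortin 4 receptor (MC4R). Reagent: Melanotan II challenge after compound preincubation. Doses: 6.5 µM. Times: 30-min compound, 1-h challenge, 1-h detection, room temperature. Measured by: TR-FRET with Eu-cAMP and labeled anti-cAMP, 671 nm. Replicates: singlicate.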
SRC2 inh: inhibition of GAL4-SRC2 driven luciferase reporter, primary screen, SRC2 inhibitor project, cell-based, luminescence; 370,000 tested, 0.17% active; HEK293 GAL4-SRC2 luciferase reporter; Nuclear receptor coactivator 2 (Homo sapiens), Q15596; AID 651957, 2012; inhibition, % at 9 µM;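 active = inhibition above the mean inhibition of all tested compounds plus 3 SD, set per campaign, cut at about 52% in these data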;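 note: 0% = DMSO treated cells and 100% = cells given Gossypol at 36 µM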
NOD2-RIPK2 inh: NOD2-RIPK2 binding disruptors in cells, primary screen, fluorescence, CHO cells, BLA complementation; 360,000 tested, 0.38% active; CCF4 ratio; AID 624267, 2012; Receptor-interacting serine/threonine-protein kinase 2 (Homo sapiens), O43353; inhibition, % at 4.98 µM; in the data active = inhibition above about 21%;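 note: 0% = vehicle only and 100% = reference blocker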
ABCB6 inh 2: ABCB6 transporter inhibitors, primary screen, K562-ABCB6 cells, flow cytometry, MLPCN library | fluorescence ratio to DMSO, % at 10 µM | ATP-binding cassette sub-family B member 6 (Homo sapiens), Q9NP58 | K562-ABCB6 porphyrin accumulation, 1 h; hits give low values | 360,000 tested, 0.19% active | AID 602162, 2011;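 active = fluorescence ratio to DMSO below 75%, the collection mean minus 3 SD; inconclusive = too few cells collected in the well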;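 note: signal is porphyrin accumulated inside mitochondria; 100% equals median channel fluorescence of DMSO control wells; lower ratio means ABCB6 inhibition with less porphyrin fluorescence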
H9c2 protect: cardioprotection against H2O2-induced cell death, primary screen, uHTS, H9c2 cells, ATPLite luminescence; H9c2 cardiomyocytes, H2O2 injury protection, 2 h; 360,000 tested, 0.63% active; AID 588492, 2011; protection from H2O2 cell death, % at 20 µM;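 active = compounds giving at least 50% protection of heart cells from peroxide-induced death in the single-dose screen, raw or plate-pattern-corrected value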;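 note: 0% = DMSO wells with peroxide and 100% = DMSO wells without peroxide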
ABHD5-PLIN5 inh: ABHD5-PLIN5 interaction inhibitors, primary screen, cell lysate, split luciferase complementation, luminescence. Perilipin-5 (Homo sapiens) + 1-acylglycerol-3-phosphate O-acyltransferase ABHD5 (Homo …. Split G. princeps luciferase complementation, 4 h. inhibition, % at 4 µM. 360,000 tested, 0.78% active. AID 602281, 2012;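 active = inhibition above the mean inhibition across every tested compound plus 3 SD, cut at about 22% in these data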;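 note: 0% = DMSO only wells and the 100% control is not disclosed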
MC4R barr agon: MC4R agonists recruiting beta-arrestin, primary screen, cell-based, luminescence, agonist arm of biased-ligand search; Melanocortin receptor 4 (Homo sapiens), P32245; U2OS MC4R beta-arrestin complementation; percent of melanotan II response, DMSO zero; activation, % at 8.9 µM; 360,000 tested, 0.98% active;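 active = activation above a per-plate cutoff, the mean activation of sample wells on that plate plus 3 SD, cut at about 8% in these data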
Glyco luc inh: increase of ERlucT glycosylation luciferase signal, primary screen, N-linked glycosylation inhibitor project, D54 ERlucT cells, luminescence, set 2 | D54 ERlucT glycosylation luciferase reporter, 24 h; percent of 100 nM tunicamycin response | reporter increase, % at 12.5 µM | 360,000 tested, 0.23% active | AID 588692, 2011;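 active = mean luciferase reporter signal, scaled so untreated is 0 and the glycosylation-blocking control 100, at or above a set limit in every replicate; inconclusive = mean reaches the limit but not every replicate does; inactive = mean below the limit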;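 note: luciferase carries N-glycosylation sites so blocking glycosylation raises the light; 0% = median of neutral control wells and 100% = median of 100 nM tunicamycin wells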
* hit, by the source's call; ? = inconclusive; / = no result given. These rows are one share of the data; rates above refer to the full screens.

The line under a structure holds: m5-HT2A agonist	TLR9-MyD88 inh	MC4R antagonist	SRC2 inh	NOD2-RIPK2 inh	ABCB6 inh 2	H9c2 protect	ABHD5-PLIN5 inh	MC4R barr agon	Glyco luc inh
CCN(CC)S(=O)(=O)c1ccc(NC(=O)c2ccc(N(C)S(C)(=O)=O)cc2)cc1
→ 0	-2	6	22	3	90	-28	6	-1.0	-3
COCCN(C(=O)C1CC(=O)N(Cc2ccccc2)C1)c1nc(-c2ccc([N+](=O)[O-])cc2)cs1 (configuration not stated)
→ 7	-6	4	0	-3	99	0	1	-1.9	-9
Cc1ccc(SCC(=O)Nc2ccc(-c3nc4ccccc4[nH]3)cc2)cc1
→ 6	5	5	-10	-6	96	-8	-5	8.3*	?
COC(=O)CS(=O)(=O)c1ccc2c(c1)CC(=O)N2
→ -2	8	0	5	2	97	6	-6	-1.2	3
O=C(c1ccc(F)cc1)N1CCN2C(=O)c3ccccc3C12c1ccccc1 (configuration not stated)
→ 5	-10	-3	11	11	102	-1	-6	2.8	-1
CCc1ccc2cc3c(cc2n1)C(=O)c1ccccc1-3
→ -8	/	/	-88	-6	101	-5	-9	/	-1
C[C@@H](CN1CCC[C@H]1CN1C(N)=NC[C@@H]1Cc1ccccc1)N1C[C@@H](Cc2ccccc2)N(CCc2ccc(Cl)c(Cl)c2)C1=N
→ -11	3	33*	/	-1	93	3	41*	1.7	0
Nc1nc(-c2ccc3c(c2)OCCO3)c(CC(=O)O)s1
→ 0	10	7	12	0	104	4	-16	-0.9	-1
CSc1ccc(CNCc2ccco2)cc1
→ 4	0	5	-16	1	96	4	2	0.0	-1
O=C(c1ccc(N2CCOCC2)cc1[N+](=O)[O-])N1CCOCC1
→ 7	/	-1	19	-11	99	4	4	-0.3	2
COc1ccc(Cl)cc1NC(=O)C(=O)NCc1ccncc1
→ 2	4	6	11	0	89	2	16	0.8	8
O=C(c1ccc(NS(=O)(=O)c2ccc(F)cc2)cc1)N1CCCCC1
→ -3	5	-5	-6	-13	104	8	-5	-1.5	-1
Cc1cccnc1NC(=O)C1CCCN(S(=O)(=O)c2ccc3c(c2)oc(=O)n3C)C1 (configuration not stated)
→ -6	2	2	-15	-6	97	8	5	-1.0	2
COC(=O)c1cc(S(=O)(=O)NCc2ccccc2Cl)c[nH]1
→ -1	-1	-3	/	-8	105	-6	6	-0.2	-1
C=CC1=C(C(=O)O)N2C(=O)[C@@H](NC(=O)/C(=N\OCC(=O)O)c3csc(N)n3)[C@H]2SC1
→ 5	6	5	10	-12	93	-4	-11	-0.3	0
COc1ccc(NC(=O)C2Cc3c(-c4cccc(F)c4)ccnc3O2)cc1OC (configuration not stated)
→ 4	/	2	30	2	69*	-8	12	2.9	-4
CN(C)c1ccc(NC(=O)COC(=O)Cn2nnc3ccccc32)cc1
→ 3	9	4	-38	1	101	-1	4	1.2	-2
COc1ccc(Nc2nc(NCC3CCCO3)c3ccccc3n2)c(OC)c1 (configuration not stated)
→ -5	-8	11	-4	2	99	6	7	2.7	1
CC(C)c1ccc(NC(=O)COC(=O)CC2CCCC2)cc1
→ 2	-8	1	-6	-2	92	4	1	5.4	2
CCNC(=O)C1CCCN(C(=O)c2cc(F)ccc2C)CC1 (configuration not stated)
→ 4	/	-1	27	-5	102	1	1	1.6	0
O=C1NC(Cc2c[nH]c3ccccc23)C(=O)N1Cc1ccccc1 (configuration not stated)
→ 5	-4	28	17	-15	101	2	3	-3.4	-1
O=C(N/N=C/c1cccc(F)c1)c1c(O)c2c([nH]c1=O)CCCC2
→ 0	8	5	-20	-7	97	-17	7	-1.1	-4
CCN1CCN(Cc2c(O)c(Cl)cc3c(C)cc(=O)oc23)CC1
→ 4	-6	6	1	-4	105	2	1	-1.2	0
CCOC(=O)c1cc2sc(C)cc2n1CC(=O)N(CC)CC
→ 0	8	-1	3	10	87	5	3	-1.9	/
CC(C)(C)OC(=O)NOCC(=O)N(CC(=O)c1ccccc1)Cc1ccccc1
→ -3	-2	1	-10	3	98	7	-1	0.5	-3
N#Cc1cncc(-c2ccc3c(c2)OCCOCCOCCOCCOCCO3)n1
→ -3	2	-3	6	-7	92	16	-7	-1.4	-1
O=C(O)CCCNc1n[nH]c(=O)[nH]c1=O
→ 0	-4	2	-2	1	87	8	1	-2.0	1
Cc1ccc(COc2ccc3c(c2)OCO3)cc1
→ -1	8	10	-54	3	95	-9	-4	-0.1	-9
Fc1ccc(-c2nnc(-n3nnc4ccccc43)c3ccccc23)cc1
→ -1	-5	-3	-7	1	98	1	-7	-0.5	-4
COc1ccc(S(=O)(=O)Cc2ccc(C(=O)NCc3ccccc3OC)o2)cc1
→ -7	1	-1	-4	-4	101	3	11	0.0	0
CC(C)Nc1ncnc2c1nnn2Cc1ccccc1
→ -2	10	1	-9	-2	94	12	-9	-0.1	-1
COc1ccc(Cc2nc3ccc(C(=O)N(C)CCc4cnn(C)c4)cc3o2)cc1OC
→ 11	3	1	11	-7	97	-8	4	-0.7	0
CCCCN(C)CCNC(=O)c1cc2c(=O)[nH]c3ccccc3c2n1C
→ -8	0	10	2	9	98	0	-1	-1.2	-6
CN1C(=O)/C(=C\c2cc(N=Nc3ccccc3)ccc2O)SC1=S
→ -3	3	3	3	-11	142	-40	-3	-3.1	0
COc1cc(C(=O)NCc2ccccc2)cc(Br)c1OC
→ -6	3	5	8	7	99	7	1	-4.2	3
CCc1ccc(NC(=O)CSc2nc3[nH]ncc3c(=O)[nH]2)cc1
→ -3	5	6	17	0	101	-4	4	3.5	1
CN(C)CCN(Cc1ccco1)C(=O)c1cc2c(Cl)nc3ccccc3c2s1
→ 5	-4	3	-56	4	97	22	5	-2.5	-5
CCOC(=O)c1c(C)n(O)c2ccc(Cl)cc2c1=O
→ -3	5	2	-2	6	97	4	-3	1.3	-3
O=C(Cc1ccccc1)NCc1ccccn1
→ 3	-5	-4	-9	-3	93	4	5	0.3	-1
CC(=O)OC1[C@H](Oc2c(O)c(C)c3c4c2[C@@H](C)CC[C@@H]4[C@@H](C)C[C@@H]3C=C(C)C)OC[C@@H](O)[C@@H]1O (some centres not stated)
→ 7	-7	8	16	-7	89	-4	-11	1.5	-1
Cc1ccc(NS(=O)(=O)c2ccc(Cl)s2)cc1S(=O)(=O)N(C)C
→ 3	-1	7	-6	-2	100	-7	-1	-0.1	-2
CN1C(=O)/C(=C\c2ccc(-c3ccccc3)o2)SC1=S
→ 1	-2	5	-11	-8	153	-13	1	-1.5	0
CCCn1nnnc1NC(=O)c1cccs1
→ 0	-14	6	-8	-8	101	5	-5	-0.9	0
CCCCn1c(N)c(N(CCC(C)C)C(=O)c2c(CC)noc2C)c(=O)[nH]c1=O
→ 2	-4	0	-1	6	105	6	6	-0.9	0

Copied from above, seven compounds:
The line under a structure holds: m5-HT2A agonist	TLR9-MyD88 inh	MC4R antagonist	SRC2 inh	NOD2-RIPK2 inh	ABCB6 inh 2	H9c2 protect	ABHD5-PLIN5 inh	MC4R barr agon	Glyco luc inh
CN1C(=O)/C(=C\c2cc(N=Nc3ccccc3)ccc2O)SC1=S
→ -3	3	3	3	-11	142	-40	-3	-3.1	0
COc1cc(C(=O)NCc2ccccc2)cc(Br)c1OC
→ -6	3	5	8	7	99	7	1	-4.2	3
CCc1ccc(NC(=O)CSc2nc3[nH]ncc3c(=O)[nH]2)cc1
→ -3	5	6	17	0	101	-4	4	3.5	1
CN(C)CCN(Cc1ccco1)C(=O)c1cc2c(Cl)nc3ccccc3c2s1
→ 5	-4	3	-56	4	97	22	5	-2.5	-5
CCOC(=O)c1c(C)n(O)c2ccc(Cl)cc2c1=O
→ -3	5	2	-2	6	97	4	-3	1.3	-3
O=C(Cc1ccccc1)NCc1ccccn1
→ 3	-5	-4	-9	-3	93	4	5	0.3	-1
CC(=O)OC1[C@H](Oc2c(O)c(C)c3c4c2[C@@H](C)CC[C@@H]4[C@@H](C)C[C@@H]3C=C(C)C)OC[C@@H](O)[C@@H]1O (some centres not stated)
→ 7	-7	8	16	-7	89	-4	-11	1.5	-1
